# GDH-TPI inh: counter-screen for M. tuberculosis FBA inhibitors: GDH-TPI coupled enzymes. GDH-TPI coupled enzyme counterscreen, NADH absorbance. inhibition, % at 4.8 µM. 360,000 compounds, 1.2% hits; in the data active means inhibition above about 30%;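 further: 0% = DMSO wells and 100% = wells lacking the enzyme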
# BoNT-A LC inh2: blocks Botulinum neurotoxin A light chain protease. multiplex microsphere protease substrate cleavage, flow cytometry. inhibition, % at 10 µM. 360,000 compounds, 0.17% hits. AID 588499; further: plate controls were buffer without enzyme for full effect and enzyme alone for no effect
# FBA Mtb inh: inhibitors of M. tuberculosis fructose-bisphosphate aldolase; P9WQA3; AID 588726; inhibition, % at 1 µM; purified M. tuberculosis FBA, fluorescence read-out; 360,000 compounds, 2.3% hits; in the data active means inhibition above about 27%;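 further: 0% = vehicle and 100% = reference inhibitor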
# Target sequence (P9WQA3 whole entry, looked up): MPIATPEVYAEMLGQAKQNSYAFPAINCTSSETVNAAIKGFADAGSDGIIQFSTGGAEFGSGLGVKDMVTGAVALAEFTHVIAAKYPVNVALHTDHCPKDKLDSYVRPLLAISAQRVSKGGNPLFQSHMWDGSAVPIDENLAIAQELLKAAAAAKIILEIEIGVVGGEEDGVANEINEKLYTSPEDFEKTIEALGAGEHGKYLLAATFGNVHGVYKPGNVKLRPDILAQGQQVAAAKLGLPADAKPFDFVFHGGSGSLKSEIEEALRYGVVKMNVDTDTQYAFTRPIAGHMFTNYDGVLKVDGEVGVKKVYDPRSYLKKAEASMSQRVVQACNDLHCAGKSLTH
# BioA inh: blocks M. tuberculosis BioA enzyme activity. purified M. tuberculosis BioA enzyme, plate reader. inhibition, % at 9.99 µM. 360,000 compounds, 0.096% hits. AID 602481; in the data active means inhibition above about 40%; inconclusive means no clear call, values can overlap the other calls
# BoNT-F LC inh: BoNT F light chain protease inhibition. inhibition, % at 10 µM. 360,000 compounds, 0.22% hits. Multiplex microsphere protease cleavage assay, flow cytometry; in the data active means inhibition above about 35%, passing the limit was not always enough; inconclusive means no clear call, values can overlap the other calls; further: plate controls were buffer without enzyme for full effect and enzyme alone for no effect
# Mtb UGM inh: blocks M. tuberculosis UGM enzyme | P9WIQ1 | purified UGM, fluorescence polarization probe displacement | inhibition, % at 10 µM | 320,000 compounds, 0.06% hits | AID 504406; in the data active means inhibition above about 10%, passing the limit was not always enough; inconclusive means no clear call, values can overlap the other calls
# Target sequence (P9WIQ1 whole entry, looked up): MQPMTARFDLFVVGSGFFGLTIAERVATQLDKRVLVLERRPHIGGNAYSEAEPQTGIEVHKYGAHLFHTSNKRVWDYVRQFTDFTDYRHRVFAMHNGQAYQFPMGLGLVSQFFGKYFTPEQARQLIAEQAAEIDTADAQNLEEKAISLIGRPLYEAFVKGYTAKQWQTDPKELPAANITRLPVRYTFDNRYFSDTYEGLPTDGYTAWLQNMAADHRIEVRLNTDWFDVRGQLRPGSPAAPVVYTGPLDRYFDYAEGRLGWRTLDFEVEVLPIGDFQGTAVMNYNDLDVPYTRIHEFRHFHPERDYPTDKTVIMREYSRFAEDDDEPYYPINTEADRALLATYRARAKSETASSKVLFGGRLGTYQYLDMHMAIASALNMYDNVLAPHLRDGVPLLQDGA
# FadD28 FP inh: blocks FadD28 binding to the bisubstrate probe; fluorescence polarization; inhibition, % at 12.5 µM; 360,000 compounds, 0.22% hits; in the data active means inhibition above about 8.5%, passing the limit was not always enough; inconclusive means no clear call, values can overlap the other calls
# PfHsp40 rescue: restores yeast growth despite PfHsp40 toxicity | S. cerevisiae expressing PfHsp40, growth rescue, ATP luminescence | growth rescue, % at 12.5 µM | 340,000 compounds, 0.68% hits | AID 504582; in the data active means growth rescue above about 28%, passing the limit was not always enough; inconclusive means no clear call, values can overlap the other calls;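 further: yeast W303a lacking pdr1 and pdr3 grown in galactose medium; growth measured after three days at 30 °C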
# Anthrax LF inh2: anthrax lethal factor protease inhibition. P15917. multiplex microsphere protease cleavage assay, LF. inhibition, % at 10 µM. 360,000 compounds, 0.12% hits. AID 588501; further: plate controls were buffer without enzyme for full effect and enzyme alone for no effect
# Numbers without * were called inactive; ? = inconclusive; nt = not tested or not shown. Unless noted, no stated cut-off is given here; in the data, active means inhibition above about 30%; inconclusive means no clear call, values can overlap the other calls; inactive means below that.
SMILES,GDH-TPI inh,BoNT-A LC inh2,FBA Mtb inh,BioA inh,BoNT-F LC inh,Mtb UGM inh,FadD28 FP inh,PfHsp40 rescue,Anthrax LF inh2
CC1(c2ccccc2)NC(=O)N(CC(=O)Nc2cccc(C#N)c2)C1=O (configuration not stated),4,0.7,0,-0.2,9,0.2,-5.6,-1.0,6
Cc1ccnc(OC(C(=O)O)C(OCc2ccccc2)(c2ccc(F)cc2)c2ccc(F)cc2)n1 (configuration not stated),-4,-0.1,1,0.8,-6,0.5,-1.0,-0.1,3
O=C(c1ccco1)N1CCC(c2ccccc2)C1 (configuration not stated),-4,-2.6,-2,0.7,-18,-1.3,-4.8,-0.8,-3
S=C(Nc1ccc(Br)cc1)NC1CCCC1,2,-0.5,-1,nt,2,1.1,-5.3,1.3,-1
O=C(Nc1ccccc1N1CCN(C(=O)c2ccccc2)CC1)c1ccc(Br)o1,3,2.5,4,0.2,-7,0.1,-0.1,8.3,0
CC(NS(=O)(=O)c1cccc(C(=O)N(C)Cc2ccc(N3CCOCC3)cc2)c1)c1ccccc1 (configuration not stated),1,0.2,-8,-3.2,2,nt,-0.1,-0.8,10
CN=C(Nc1ccc(C(=O)OC)s1)c1ccccc1,10,-0.4,-1,nt,-4,-0.1,0.9,-0.4,-1
O=C(Nc1nnc(SCC(=O)N2CCCC2)s1)C1CC(=O)N(c2ccccc2)C1 (configuration not stated),10,0.9,2,0.1,-4,0.1,-1.6,-1.3,-2
CCOc1ccc(C(=O)OCC(=O)NC2CCCCCCC2)cc1,1,-0.6,3,-2.0,4,-0.4,-0.5,1.2,10
OCC[C@@H]1C[C@@H](O)[C@H](O)[C@@]2(Cc3ccccc3CO2)O1,5,-0.3,1,-0.6,-3,-0.4,-0.1,46*,-10
C[C@]12CCC(=O)C=C1CCC1C2CC[C@@]2(C)C1CC[C@@]2(O)CC#N (some centres not stated),-6,-0.1,-1,-3.0,-11,nt,-1.5,-0.1,-2
COCCN(CC(=O)Nc1cc(Cl)ccc1-n1cncn1)Cc1nc2ccccc2c(=O)[nH]1,3,-0.1,-1,-0.5,1,-0.6,-2.9,-0.7,-4
CC(C)CCNC(=O)c1ccc(-n2cnc3cccnc32)cc1,-4,-0.6,2,-0.2,-12,-0.6,-2.3,0.1,-13
O=C(Nc1ccc(F)c([N+](=O)[O-])c1)N1C[C@H]2C[C@@H](C1)c1cccc(=O)n1C2,0,-1.4,0,-0.1,-3,0.3,-1.3,0.3,-2
O=C(COC(=O)c1ccccc1Oc1ccccc1)NC1CC1,0,-0.4,-1,-0.1,2,0.7,-2.4,0.5,-1
Cc1ccccc1NC(=O)CN1C(=O)S/C(=C\c2ccc(-c3cc(C(=O)O)ccc3C)o2)C1=O,4,0.0,-3,nt,0,nt,-1.2,0.1,10
COc1cc(C2CC(=O)N3CN(Cc4ccccc4)CSC3=C2C#N)ccc1OCc1ccccc1 (configuration not stated),10,-0.8,-1,-1.7,11,0.9,4.7,1.0,-12
CC(NC(=O)NC1CCCCC1)c1ccccc1 (configuration not stated),-3,-0.1,0,-1.4,-2,2.3,-2.8,2.0,0
CCCCN(CCCNC(=O)Cn1ncc2ccsc2c1=O)Cc1ccccc1,9,0.1,-1,6.1,-1,-0.6,0.0,-0.7,-2
CCN(CC)CCn1c(SCC(=O)Nc2cccc(OC)c2)nc2c(sc3ccccc32)c1=O,6,-1.1,14,nt,-6,1.4,-0.3,0.2,-2
CCOc1ccccc1C(=O)Nc1ccc2c(c1)C(=O)NC2=O,-4,2.0,-1,-1.9,0,-2.0,-3.7,0.0,6
Cc1cc(Nc2ccc(C)c(Br)c2)n2nc(C)nc2n1,6,-0.7,0,3.5,-1,-2.1,-0.3,-0.3,0
O=C(COC(=O)c1ccc2c(c1)C(=O)N(Cc1ccco1)C2=O)NCC(F)(F)F,0,2.0,1,-2.5,6,8.1,nt,-1.6,-2
Cc1ccc(C(=O)Nc2ccc3c(c2)CCC3)cc1S(=O)(=O)N1CCOCC1,2,0.1,-7,1.8,2,-3.5,-5.2,1.5,0
O=C(O)Cn1c2ccccc2c2n[nH]c(=S)nc21,13,-3.7,-4,0.9,?,1.5,?,-2.0,9

# Brought forward from above: 5 compounds, then new ones.
SMILES,GDH-TPI inh,BoNT-A LC inh2,FBA Mtb inh,BioA inh,BoNT-F LC inh,Mtb UGM inh,FadD28 FP inh,PfHsp40 rescue,Anthrax LF inh2
CCOc1ccccc1C(=O)Nc1ccc2c(c1)C(=O)NC2=O,-4,2.0,-1,-1.9,0,-2.0,-3.7,0.0,6
Cc1cc(Nc2ccc(C)c(Br)c2)n2nc(C)nc2n1,6,-0.7,0,3.5,-1,-2.1,-0.3,-0.3,0
O=C(COC(=O)c1ccc2c(c1)C(=O)N(Cc1ccco1)C2=O)NCC(F)(F)F,0,2.0,1,-2.5,6,8.1,nt,-1.6,-2
Cc1ccc(C(=O)Nc2ccc3c(c2)CCC3)cc1S(=O)(=O)N1CCOCC1,2,0.1,-7,1.8,2,-3.5,-5.2,1.5,0
O=C(O)Cn1c2ccccc2c2n[nH]c(=S)nc21,13,-3.7,-4,0.9,?,1.5,?,-2.0,9
CN(C)C(=O)CSc1n[nH]c(-c2ccco2)n1,0,0.0,0,-1.2,-6,1.9,0.0,-0.3,1
S=C1SCN(Cc2ccccn2)CN1Cc1ccco1,15,0.9,0,-1.6,-3,4.4,-1.0,2.2,2
Cc1ccc(NC2CCCN(C(=O)CSc3ccccn3)C2)cc1C (configuration not stated),10,0.5,-3,1.3,-2,-1.4,0.2,0.0,-3
NC(=O)N/N=C/c1ccc(-c2ccc(S(=O)(=O)Nc3ncccn3)cc2)o1,37*,4.4,9,-0.4,6,nt,0.7,-1.3,?
CCN1C(=O)[C@H]2[C@@H](c3ccc(-c4ccc(Cl)c(Cl)c4)cc3)N[C@@](C)(C(=O)OC)[C@H]2C1=O,0,-0.1,0,-2.0,-8,-0.4,-4.0,1.0,-10
CC1CCCN(c2ccc(C(=O)NCc3ccccc3)cn2)C1 (configuration not stated),9,0.7,6,0.1,0,-0.8,-1.4,1.3,0
Cc1cccc(N2CCN(C(=O)c3ccccc3NC(=O)C3CCCCC3C(=O)O)CC2)c1 (configuration not stated),8,-0.5,-4,0.6,-5,-0.4,-0.6,-0.4,0
OCCCc1ccc(O)c(O)c1,-3,-1.1,2,-1.7,-5,-0.8,-2.3,1.6,0
CCOC(=O)c1cc(CC)sc1NC(=O)CN1CCN(C(=O)C2CCCO2)CC1 (configuration not stated),6,2.2,5,1.2,-9,3.0,-1.2,7.6,0
O=C1CCC(=O)N1CC1CC2CCC1C2 (configuration not stated),9,5.2,5,-2.1,12,-0.1,0.0,-2.1,4
O=C(N/N=C/c1ccc(O)c(O)c1)c1ccc(CSc2cccc3cccnc23)cc1,19,0.4,5,1.1,-2,-0.4,-6.0,0.7,-7
CC(=O)c1cccc(NCC(=O)c2ccc(C)c([N+](=O)[O-])c2)c1,11,0.6,8,-0.7,-20,0.3,0.1,-0.5,-5
CCOCCCNC(=O)CN(Cc1ccc(Cl)cc1)S(C)(=O)=O,-3,-0.3,3,5.7,-4,-2.6,-1.3,1.6,-2
CC(C)OC(=O)C(NC(=O)c1ccccc1)=C1CCCCC1,-11,0.4,-2,0.1,-2,0.1,-2.7,0.5,-1
CCc1ccc2nc(-c3cccc(C)c3)nc(SCC(=O)NCC3CCCO3)c2c1 (configuration not stated),0,0.0,0,-2.4,3,-0.2,-3.8,1.0,-5
COCCNC(=O)C(c1ccc(C)o1)N(C(=O)c1snc(C(N)=O)c1N)c1ccc(C)cc1 (configuration not stated),20,0.1,6,0.0,-6,1.2,-2.8,-0.7,0
COc1ccccc1OCCNC1CCCC1,1,0.4,0,-0.5,2,-1.2,0.0,-3.1,3
O=C(c1ccco1)N1CCN(S(=O)(=O)c2ccc(F)cc2)CC1,4,-0.1,4,0.1,-5,1.3,-2.8,-1.3,4
Cc1cc2ccccc2c(=O)n1CC(=O)N(C)c1ccc(F)cc1,12,nt,8,-0.4,nt,-0.8,-0.9,-1.0,nt
COc1cc(OC)c(NC(=O)CCNC(=O)Cn2ccc3ccccc3c2=O)cc1Cl,10,1.6,0,0.0,5,-2.1,-1.1,0.3,-1
O=C(NCc1cccc(Cl)c1)c1ccc(-c2csnn2)cc1,7,nt,5,2.0,nt,2.9,-0.7,0.5,nt
Cc1ccc(CNC(=O)CCCn2c(=O)[nH]c3ccccc3c2=O)cc1,6,-0.3,4,nt,-2,0.4,1.5,0.5,-5
CCCCNC(=O)CCn1c(=O)c2ccccc2n(Cc2ccc(F)cc2)c1=O,5,-0.3,2,nt,4,-0.5,-0.3,-1.9,0
NC(=O)c1cc[n+](CC2=C(C(=O)O)N3C(=O)[C@@H](NC(=O)C(c4ccccc4)S(=O)(=O)[O-])[C@H]3SC2)cc1 (some centres not stated),17,0.0,2,-1.6,5,-1.1,4.3,11,-14
CC(OC(=O)c1cccc(S(=O)(=O)N(C)C)c1)C(=O)NCC(=O)Nc1ccc(F)c(F)c1F (configuration not stated),3,-12,3,-0.6,-28,nt,-1.2,-0.5,-3
# The list continues:
SMILES,GDH-TPI inh,BoNT-A LC inh2,FBA Mtb inh,BioA inh,BoNT-F LC inh,Mtb UGM inh,FadD28 FP inh,PfHsp40 rescue,Anthrax LF inh2
CCN1CCN(C(=O)c2ccc(CS(=O)Cc3ccc(C)cc3)o2)CC1 (configuration not stated),1,0.3,0,-2.1,-4,-0.1,-0.7,0.1,-3
CC(=O)NC(c1ccccc1)c1nc(/C=C/c2ccccc2)cs1 (configuration not stated),-4,-0.3,-1,0.2,4,nt,-2.1,nt,-2
O=C(CCCN1C(=O)/C(=C/c2ccccc2Cl)SC1=S)N1CCCC1,18,1.4,-2,-0.6,5,-2.4,-1.7,-0.3,-2
Cc1c(OC(=O)c2ccc([N+](=O)[O-])cc2)c2c(c[n+]1C)COC(C)(C)OC2,16,-0.2,4,-0.4,-9,0.1,-1.9,0.6,2
Cc1ccc(S(=O)(=O)N(C)CC(=O)Nc2ccccc2)cc1,2,0.5,-1,-2.8,7,-0.2,-0.8,-0.1,1
CCOC(=O)N1CCN(C(=O)c2cn(CCOC)c(=O)c3c2c2ccccc2n3C)CC1,18,0.9,43*,0.5,11,-2.2,-2.9,-0.6,0
CCc1nc2ccc(C(=O)NCCN(C)C)cn2c1N(CC)CCOC,3,-0.1,-4,-2.7,6,nt,-3.6,nt,1
C/C(CC(=O)Nc1ccc2c(c1)OCCO2)=N\NC(=O)Cc1ccc(Cl)cc1,-13,-0.8,-3,-0.4,-7,-0.9,-5.8,0.4,0
O=C(CSc1nnc(-c2ccncc2)n1Cc1ccccc1)NC1CCCc2ccccc21 (configuration not stated),-4,-0.4,-1,nt,-9,-1.3,-0.9,-0.1,-2

# Taken from the results shown for reference:
SMILES,GDH-TPI inh,BoNT-A LC inh2,FBA Mtb inh,BioA inh,BoNT-F LC inh,Mtb UGM inh,FadD28 FP inh,PfHsp40 rescue,Anthrax LF inh2
CCN1CCN(C(=O)c2ccc(CS(=O)Cc3ccc(C)cc3)o2)CC1 (configuration not stated),1,0.3,0,-2.1,-4,-0.1,-0.7,0.1,-3
CC(=O)NC(c1ccccc1)c1nc(/C=C/c2ccccc2)cs1 (configuration not stated),-4,-0.3,-1,0.2,4,nt,-2.1,nt,-2
O=C(CCCN1C(=O)/C(=C/c2ccccc2Cl)SC1=S)N1CCCC1,18,1.4,-2,-0.6,5,-2.4,-1.7,-0.3,-2
Cc1c(OC(=O)c2ccc([N+](=O)[O-])cc2)c2c(c[n+]1C)COC(C)(C)OC2,16,-0.2,4,-0.4,-9,0.1,-1.9,0.6,2

# Assay outcomes (PubChem)
